MITF inh: human MITF inhibition, primary screen | AlphaScreen MITF homodimerization, bead proximity signal | AID 1259374 | inhibition, % at 2.6 µM | O75030 | 650,000 tested, 0.91% active; in the data active means inhibition above about 50%;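 further: 0% = vehicle wells with protein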
TEAD-YAP inh: TEAD-YAP interaction inhibition. 640,000 tested, 1.4% active. inhibition, % at 9.12 µM. HEK-TIYL cells, TEAD-Gal4/YAP UAS-luciferase luminescence. AID 1259422; in the data active means inhibition above about 32%;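 further: 0% = median of test compound wells and 100% = reference inhibitor wells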
GPR151 ag: activates the human receptor GPR151. Q8TDV0. activation, % at 11.2 µM. PathHunter beta-arrestin GPR151 cells, luminescence. 650,000 tested, 1% active; in the data active means activation above about 4.9%;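 further: 0% = median of compound wells and 100% = cells with positive control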
Target sequence (Q8TDV0 whole entry, looked up): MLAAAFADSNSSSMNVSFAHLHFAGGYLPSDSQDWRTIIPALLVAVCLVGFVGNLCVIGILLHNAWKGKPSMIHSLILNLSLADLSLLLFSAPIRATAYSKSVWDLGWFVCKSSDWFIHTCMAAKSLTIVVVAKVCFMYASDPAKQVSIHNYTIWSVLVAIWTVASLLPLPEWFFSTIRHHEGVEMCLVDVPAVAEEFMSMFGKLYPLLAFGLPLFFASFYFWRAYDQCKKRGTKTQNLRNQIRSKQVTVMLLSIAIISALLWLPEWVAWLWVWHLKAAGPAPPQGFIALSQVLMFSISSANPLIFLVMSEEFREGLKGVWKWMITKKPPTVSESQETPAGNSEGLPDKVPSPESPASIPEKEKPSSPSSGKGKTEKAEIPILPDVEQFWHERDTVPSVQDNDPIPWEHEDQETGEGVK
FBW7 activator: human FBW7 E3 ligase activation, primary screen; Q969H0; AlphaScreen FBW7–phospho-cyclin E peptide binding, activator screen; normalized activity (activation), % at 26.1 µM; 650,000 tested, 0.13% active; AID 1259310; in the data active means normalized activity above about 1.9%;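 further: purified mutant Fbw7 with reduced substrate affinity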
Target sequence (Q969H0 whole entry, looked up): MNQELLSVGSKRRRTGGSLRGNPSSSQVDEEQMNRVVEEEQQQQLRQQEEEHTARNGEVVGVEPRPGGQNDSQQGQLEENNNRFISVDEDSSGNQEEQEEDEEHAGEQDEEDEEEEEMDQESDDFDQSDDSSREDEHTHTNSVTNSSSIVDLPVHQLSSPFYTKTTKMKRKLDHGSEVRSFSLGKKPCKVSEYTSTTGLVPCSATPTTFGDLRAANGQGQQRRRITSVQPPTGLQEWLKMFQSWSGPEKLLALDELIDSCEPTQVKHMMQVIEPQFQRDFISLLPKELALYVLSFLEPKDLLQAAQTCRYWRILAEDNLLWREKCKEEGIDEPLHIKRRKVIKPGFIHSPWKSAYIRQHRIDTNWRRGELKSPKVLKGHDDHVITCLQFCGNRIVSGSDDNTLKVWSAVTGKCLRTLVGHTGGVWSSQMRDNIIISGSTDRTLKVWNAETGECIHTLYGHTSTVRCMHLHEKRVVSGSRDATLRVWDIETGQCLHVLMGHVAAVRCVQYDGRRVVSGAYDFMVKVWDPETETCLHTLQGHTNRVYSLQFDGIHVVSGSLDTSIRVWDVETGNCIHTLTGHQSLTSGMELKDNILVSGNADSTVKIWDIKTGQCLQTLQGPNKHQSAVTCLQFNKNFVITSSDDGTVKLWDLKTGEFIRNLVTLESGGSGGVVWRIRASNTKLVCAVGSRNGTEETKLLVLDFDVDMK
Numbers without * were called inactive. Hits appear at their usual frequency; about 3.5% have a hit in one of these screens.

SMILES | MITF inh | TEAD-YAP inh | GPR151 ag | FBW7 activator
CC(C)N(C)C(=O)CC1(c2ccccc2F)CC(=O)N(C2CCCC2)C1=O (stereo not drawn) | -15 | -4 | -0.2 | 0.8
Cc1nc(/N=C/c2ccccc2[N+](=O)[O-])sc1C | 2 | 2 | -0.8 | 0.3
O=C(C1CCCN1c1nnc(N2CCCC2=O)s1)N1CCc2ccccc2C1 (stereo not drawn) | 10 | -2 | 2.7 | 0.4
Cc1nnc(SCC#N)n1-c1ccc(C#N)cc1 | -3 | -4 | 0.0 | -0.1
O=C(O)CCNC(=O)c1ccccc1Cl | 6 | 2 | 0.3 | 0.0
Cc1cccc(CN2CCN(CC(C)C)C(CCO)C2)n1 (stereo not drawn) | 1 | -5 | -0.7 | -0.1
COC(C)(C)CNC(=O)Cn1nnnc1CN1C[C@@H](C)O[C@@H](C)C1 | 0 | -9 | 1.0 | 0.1
OC1CCN(Cc2ccc3c(c2)CN(Cc2cnc(-c4ccccc4)s2)CCO3)CC1 | 11 | 5 | -0.5 | 0.5
c1ccc(Cn2nnc(-c3cccnc3)n2)cc1 | 6 | -2 | -0.1 | -0.1
COC(=O)c1ccc(NC(=O)CCCCCCC(=O)Nc2ccc(C(=O)OC)cc2)cc1 | 16 | -9 | -0.2 | 0.1
O=C1/C(=C/c2ccc(N3CCOCC3)cc2)N=C2CCCCCN12 | 2 | -19 | -0.4 | -0.1
O=C(O)c1cccnc1N1CCN(Cc2ccc3c(c2)OCO3)CC1 | -2 | -5 | 0.4 | 0.2
Cc1cccc(NC(=O)/C=C/C(=O)O)c1 | 8 | -12 | 1.6 | -0.1
O=C(NCc1ccccc1)c1cc(-c2ccccc2O)on1 | 8 | -20 | 0.2 | 0.0
c1ccc2c(c1)Cc1c3c(c4c(c1-2)CCC4)CCC3 | -1 | -6 | 0.2 | -0.2
Cc1ccc(-c2c(C#N)c(N)nc3c2CCCCCC3)c(C)c1 | 12 | 0 | 0.4 | 0.1
CCn1c(C(=O)O)c(CNC2CCCC2)c2ccc(OC)cc21 | -3 | -4 | 2.0 | 0.0
CCOCCCNC(=O)C(NC(=O)c1ccc(=O)[nH]c1)c1ccc(C)cc1 (stereo not drawn) | -5 | -1 | 1.6 | 0.0
Cn1cnnc1SCC(=O)Nc1ccc(Br)cc1C(F)(F)F | -4 | 2 | 0.7 | -0.1
c1ccc(CSc2ncnc3sc4c(c23)CCCC4)cc1 | 7 | 14 | 3.1 | 0.2
COC(=O)c1ccc(COc2cccc3c2CCN(Cc2ccc(Cl)cc2)C3=O)o1 | 0 | -4 | -0.1 | -0.1
O=C(N/N=C/c1ccc(Cl)cc1Cl)c1cnccn1 | 3 | -93 | -1.0 | 0.0
CCOC(=O)c1ccc(NC(=O)COc2ccc3c(C)cc(=O)oc3c2C)cc1 | 2 | 13 | -0.5 | 0.0
CCOc1ccccc1C1C(C(=O)OC)=C(C)NC2=C1C(=O)c1ccccc12 (stereo not drawn) | -5 | -2 | -0.1 | -0.2
O=C1N(c2ccccc2)C[C@@H]2C[C@@H](c3cc4ccccc4o3)N3CCC[C@@]123 | 1 | 65* | -0.9 | 0.1
O=c1oc2ccccc2nc1/C=C(\O)c1ccc(Br)cc1 | 26 | -18 | -0.6 | 0.1
O=C1NC(=S)N/C1=C/c1ccc(-c2ccc(F)c(Cl)c2)o1 | 12 | -4 | -2.4 | 0.4
Cc1ccccc1NC(=O)CSc1nc2[nH]ncc2c(=O)[nH]1 | 12 | 9 | 1.0 | 0.2
CNC(=O)CCc1nc(-c2ccccc2Cl)no1 | 4 | -3 | 0.6 | 0.1
Cc1c(C(=O)NC2CCCC2)oc2ccc3c(c12)C(=O)CC(C)(C)O3 | 2 | -74 | 0.3 | -0.3
Fc1ccc(CN2CCN(c3ccccn3)CC2)cc1 | -2 | 1 | 0.3 | 0.1
O=C(COC(=O)C(c1ccccc1)c1ccccc1)c1ccccc1 | 3 | -1 | 0.5 | 0.1
C/C(=C\C(=O)c1ccc(Br)cc1)Nc1ccc(N2CCOCC2)cc1 | 8 | 7 | 0.8 | 0.2
NC(=O)Cn1nc2n(Cc3ccccc3F)c3ccccc3n2c1=O | -3 | -6 | -1.1 | -0.1
COc1ccc(-n2c(C)nc3cc(C(=O)NCCc4ccc(OC)c(OC)c4)ccc32)cc1 | -26 | -20 | -0.5 | 0.1
COc1ccc(C2N(c3ccccc3)CCN2c2ccccc2)cc1O | 14 | -37 | -1.0 | 0.2
Cc1cccc2cc(CN(C(=O)c3ccncc3)C3CCCCC3)c3nnnn3c12 | 15 | 5 | 0.9 | 0.1
CC1=C(C(=O)OC(C)C)C(c2ccccc2[N+](=O)[O-])CC(=O)N1 (stereo not drawn) | -6 | -6 | 0.4 | 0.2
Cc1ccc(OCC(=O)Nc2ccc(Cl)cn2)cc1C | 12 | -66 | -0.8 | 0.3
O=C1CC(N2CCOCC2)C(=O)N1c1ccc(Br)cc1Br (stereo not drawn) | 17 | 0 | 1.8 | 0.6
C(=N\Nc1ncnc2nc[nH]c12)/c1cccs1 | 14 | -29 | -0.4 | -0.4
CC(C)NC(=O)NC(=O)COC(=O)/C=C/c1ccco1 | 23 | 6 | 1.6 | 0.0
COCCOC(=O)CSc1nnc2c(n1)[nH]c1ccc(F)cc12 | 6 | -2 | -0.6 | -0.1
CCOC(=O)c1ccc(NC(=O)CN(c2ccc(OC)c(OC)c2)S(=O)(=O)c2ccc(C)cc2)cc1 | 4 | -8 | 1.7 | -0.1
CC(=O)N1N=C(c2ccncc2)OC1(Cc1ccccc1)Cc1ccccc1 | 1 | 7 | -0.2 | -0.1
Cn1c(C(=O)O)c(CNCc2cccnc2)c2ccccc21 | 6 | 7 | 1.1 | 0.0
CCOC(=O)CSc1ccc2nnc(-c3ccc(F)cc3)n2n1 | 9 | 1 | 0.4 | -0.1
COc1cccc(NC(=O)c2cn3cc(C)sc3n2)c1 | 5 | 8 | -2.9 | 0.0
COc1cc2c(cc1OC)CN(C(=O)C1CCC1)CC2 | 1 | 3 | -0.3 | -0.1
CCOC(=O)C1CCCN(C(=O)C2=CC(c3cccc(OC)c3)=NS(=O)(=O)N2C)C1 (stereo not drawn) | -7 | 11 | 0.5 | 0.0
Going on with the list:
SMILES | MITF inh | TEAD-YAP inh | GPR151 ag | FBW7 activator
O=C(COc1ccccc1)Nc1cccc(-c2nc3cccnc3s2)c1 | -10 | -36 | -0.5 | -0.2
Cc1cccc(Oc2cc(NC(=O)C(c3ccccc3)c3ccccc3)cc([N+](=O)[O-])c2)c1 | 4 | 0 | -1.0 | -0.1
CCCCCOc1ccc(NC(=O)c2c(-c3ccccc3Cl)noc2C)cc1 | 18 | -2 | -0.5 | 0.0
C=CC[C@@H]1CC=C[C@@H](C)N1C(=O)CCC1(Cc2ccco2)CCC(=O)N1 (stereo partly drawn) | -4 | -3 | -0.8 | 0.0
COc1cccc(NC(=O)c2sc(C)nc2-c2ccc([N+](=O)[O-])cc2)c1 | -4 | 0 | 1.0 | -0.1
CCC(C(=O)Nc1cccc(C(F)(F)F)c1)c1ccccc1 (stereo not drawn) | -19 | -4 | -0.6 | 0.0
Cc1cccc2cc(CN(Cc3ccco3)C(=O)C3CCCO3)c(=O)[nH]c12 (stereo not drawn) | -3 | 6 | 0.8 | 0.1
CCCc1ccc(C#N)c(SCC(=O)Nc2ccc(C(=O)O)cc2)n1 | -5 | 0 | 0.6 | 0.1
COc1ccccc1/C=N/n1c(=O)c(C(C)(C)C)nn2cnnc12 | 3 | -4 | 3.9 | 0.2
O=C(CNC(=O)COc1ccccc1)NCCN1CCOCC1 | 4 | 1 | 4.0 | 0.0

Exported in CSV form: six of the compounds above.
mol,MITF inh,TEAD-YAP inh,GPR151 ag,FBW7 activator
CCCCCOc1ccc(NC(=O)c2c(-c3ccccc3Cl)noc2C)cc1,18,-2,-0.5,0.0
C=CC[C@@H]1CC=C[C@@H](C)N1C(=O)CCC1(Cc2ccco2)CCC(=O)N1 (stereo partly drawn),-4,-3,-0.8,0.0
COc1cccc(NC(=O)c2sc(C)nc2-c2ccc([N+](=O)[O-])cc2)c1,-4,0,1.0,-0.1
CCC(C(=O)Nc1cccc(C(F)(F)F)c1)c1ccccc1 (stereo not drawn),-19,-4,-0.6,0.0
Cc1cccc2cc(CN(Cc3ccco3)C(=O)C3CCCO3)c(=O)[nH]c12 (stereo not drawn),-3,6,0.8,0.1
CCCc1ccc(C#N)c(SCC(=O)Nc2ccc(C(=O)O)cc2)n1,-5,0,0.6,0.1

Remaining list, next part.
SMILES | MITF inh | TEAD-YAP inh | GPR151 ag | FBW7 activator
COc1ccc(F)cc1S(=O)(=O)N1CCN(c2ccc(F)cc2)CC1 | -5 | -1 | -0.1 | 0.0
CCNc1cc(NC(C)C)c2c3c(onc13)-c1ccccc1C2=O | 21 | 5 | -1.5 | -0.6
CCN(CC)C(=O)CN(c1cc(C)cc(C)c1)S(=O)(=O)c1ccccc1 | 4 | 4 | 0.2 | -0.1
COc1ccccc1N1CCN(c2ncnc3c2c(-c2ccccc2)cn3-c2ccccc2)CC1 | -1 | -5 | -1.2 | -0.1
CCSC1=NCCN1S(=O)(=O)c1ccc([N+](=O)[O-])cc1 | -2 | -1 | 0.0 | -0.1
NS(=O)(=O)c1ccc(N=Cc2c(O)[nH]c(=O)[nH]c2=O)cc1 | -1 | 0 | 1.4 | -0.6
CCC(=O)c1ccc(OCC(=O)Nc2ccc(C#N)cc2)cc1 | 4 | 12 | -1.6 | 0.0
Cc1ccccc1/C=N/NC(=O)c1cc(-c2cccs2)[nH]n1 | 16 | 0 | 0.7 | 0.0
Cc1cc(C2(c3ccc(Oc4ccc(C#N)c(C#N)c4)c(C)c3)CCCC2)ccc1Oc1ccc(C#N)c(C#N)c1 | 7 | -1 | -0.3 | -0.1
CCOC(=O)c1ccccc1NC(=O)c1sc2nc(C)nc(N(CC)CC)c2c1C | 10 | -3 | 1.0 | 0.0
CCOc1cc(/C=N/Nc2nc3ccccc3s2)ccc1OC | 1 | -66 | -0.1 | 0.0
CC(C)NC(=O)C(=O)Nc1cccc2ccccc12 | -6 | -14 | 0.1 | 0.6
CCn1nc(C(=O)N=c2sc3cc(OC)ccc3n2CCSC)cc1C | -1 | -5 | 1.2 | -0.2
CC(C)CC(c1nnnn1C(C)(C)C)N1CCN(c2ccccc2)CC1 (stereo not drawn) | 3 | -11 | 0.1 | -0.2
COc1cccc(CN2CCN(S(C)(=O)=O)CC2)c1OC | 49 | 2 | 1.3 | 0.1
CN(C)C(CNC(=O)COc1ccccc1C#N)c1ccccc1 (stereo not drawn) | -1 | -6 | 0.4 | -0.1
COc1ccc(-c2[nH]nc3nc(-c4cccc(CO)c4)ccc23)cc1OC | 4 | 8 | -0.9 | 0.5
COC(=O)c1cc(CO/N=C(\C)c2ccc3c(c2)OCCO3)oc1C | 1 | -8 | 0.1 | -0.1
COc1cccc(NC(=O)NCCCNc2nc3cc4c(cc3cc2C#N)OCO4)c1 | -2 | -4 | -0.5 | 0.2
COc1ccc(OC)c(/C=c2\sc3nc(-c4ccccc4)c(-c4ccccc4)n3c2=O)c1 | -2 | 6 | 0.5 | -0.1

Record cards, from the list above:
Shown for c1ccc2c(c1)Cc1c3c(c4c(c1-2)CCC4)CCC3 = MITF inh: -1; TEAD-YAP inh: -6; GPR151 ag: 0.2; FBW7 activator: -0.2
Shown for CCOC(=O)c1ccccc1NC(=O)c1sc2nc(C)nc(N(CC)CC)c2c1C = MITF inh: 10; TEAD-YAP inh: -3; GPR151 ag: 1.0; FBW7 activator: 0.0
Shown for O=C1NC(=S)N/C1=C/c1ccc(-c2ccc(F)c(Cl)c2)o1 = MITF inh: 12; TEAD-YAP inh: -4; GPR151 ag: -2.4; FBW7 activator: 0.4

Next part.
SMILES | MITF inh | TEAD-YAP inh | GPR151 ag | FBW7 activator
O=C(CN1CCN(c2ccccc2O)CC1)NC(=O)NCc1ccco1 | 1 | 6 | -0.1 | 0.0
CCOC(=O)c1sc(NC(=O)c2ccccc2Br)nc1-c1ccccc1 | -16 | -2 | 0.4 | 0.0
CNc1nc(-c2cc(C)n(Cc3cccs3)c2C)cs1 | 15 | 3 | -0.9 | 0.1
Cc1cc(=O)n2nc(N3CCC(C(=O)NCc4ccccc4Cl)CC3)sc2n1 | -9 | -7 | 0.0 | 0.3
CCOC(=O)CC(CC(C)C)NC(=O)Cn1cc(NC(=O)c2ccccc2F)cn1 (stereo not drawn) | 15 | 2 | -0.6 | 0.1
Cc1cc(C)c(C)c(S(=O)(=O)NCCC(=O)O)c1C | -1 | 6 | 1.2 | 0.0
O=[N+]([O-])c1ccc(-n2cccc2/C=N/n2cnnc2)cc1 | 6 | -3 | -1.4 | -0.1
Cc1cc(S(=O)(=O)NCc2nn(-c3ccccc3)nc2C)c(C)s1 | 3 | 4 | 0.3 | 0.1
Cc1cc2cc(CNC(=O)c3c(F)cccc3F)ccc2n1C | 12 | -11 | 1.5 | 0.3
COc1ccc(S(=O)(=O)Nc2ccccc2Cl)c2cccnc12 | 4 | 6 | 0.3 | -0.1
c1ccc(N2CCN(c3nc4ccccc4n4cnnc34)CC2)nc1 | 0 | -4 | 1.0 | -0.1
CC(C)NS(=O)(=O)c1ccc(CCC(=O)NCc2cccnc2)cc1 | 18 | -2 | 0.5 | 0.3
CCCc1cc2c(=O)c(-c3ccccn3)c(C)oc2cc1OC | 0 | -1 | 2.6 | -0.1
O=S(=O)(c1ccccc1Cl)N1CCN(c2ccc(-c3cccnc3)nn2)CC1 | 0 | -1 | 0.1 | -0.1
COc1ccc(OC)c(NC(=O)c2sc3ncnc(N4CCN(c5ccccc5OC)CC4)c3c2C)c1 | 3 | 0 | 0.7 | 0.1
Cc1ncn(-c2ccc(Nc3ncc4ccccc4n3)cc2)n1 | 3 | -30 | -7.5 | -0.1
Cc1ccc2sc(NC(=O)C3COc4ccccc4O3)nc2c1C (stereo not drawn) | -3 | 1 | 0.8 | 0.0
